Screening data from PubChem.
mouse EphA4 binding: inhibitors of EphA4 binding to KYL peptide, primary screen, biochemical, colorimetric, mouse EphA4 (AID 689); Ephrin type-A receptor 4 (Mus musculus); EphA4-AP binding to KYL peptide, pNPP A405; higher % means a stronger effect; inhibition, % at 10 µM, or IC50 in µM where a hit was titrated; 0.1% of 62,000 active; in the data active = a potency from the dose series; inactive = the rest, 99 in 100 with inhibition below about 22%
* hit, by the source's call; & = joins results of further samples.

SMILES | mouse EphA4 binding
COc1ccc(-c2nnc(NC(=O)C3CCCO3)s2)cc1 (stereo unspecified) | -6%
CCOC(=O)c1oc2ccc(S(=O)(=O)n3nc(-c4ccc(Cl)cc4)cc3N)cc2c1C | -7%
O=[N+]([O-])c1ccc(Sc2cccc3cccnc23)cc1 | -62%
CCc1ccc(NC(=O)CCN2C(=O)c3cccnc3C2=O)cc1 | -18%
CC1CCN(CCNC(=O)CN(C)S(=O)(=O)c2cccc3nsnc23)CC1 | 2%
Cc1ccc(N(C(=O)c2ccc(Br)o2)C2C=CS(=O)(=O)C2)cc1 (stereo unspecified) | -11%&-5%
COc1ccccc1NC(=O)CSc1nc2sc(C)c(C)c2c(=O)n1Cc1ccco1 | -16%
Cc1cccc(NC(=O)C2CCCN(S(=O)(=O)c3cccc4cccnc34)C2)c1 (stereo unspecified) | -3%
O=C1CCN(Cc2nnnn2CC2CCCO2)c2ccccc2N1 (stereo unspecified) | -29%
CCCCn1c(CN2C(=O)c3ccccc3C2=O)nc2ccccc2c1=O | -8%&-14%
O=C(NNC(=O)c1cc(-c2ccc(Cl)cc2Cl)nc2ccccc12)Nc1ccccc1 | -1%
CC(O)CCC(=O)NCCNC(=O)CCC(C)O (stereo unspecified) | -4%
CC(C)CCNc1ncnc2c1nnn2Cc1ccccc1Cl | 3%
O=C(CC1Nc2ccccc2NC1=O)c1ccccc1 (stereo unspecified) | -9%
CC1(C)CC(N2CCC(=O)N(C3CC(C)(C)NC(C)(C)C3)C2)CC(C)(C)N1 | -7%
CN1C(c2ccccc2)CC(O)(c2ccccc2)CC1c1ccccc1 (stereo unspecified) | -1%
O=C(Cn1cnc2ccccc2c1=O)OCC(=O)c1ccc2c(c1)OCCO2 | -18%
Cc1cnnn1-c1ccc(C(=O)CCl)cc1 | -21%
CC1CN(C(=O)CCc2ccccc2)C(C)CN1C(=O)CCc1ccccc1 (stereo unspecified) | -6%
CCCc1nc(N)c(C#N)c(N)c1C#N | -12%
CCS(CC)=NS(=O)(=O)c1ccc(NC(C)=O)cc1 | 0%
COc1cccc(C(=O)NCc2n[nH]c(=S)n2-c2cccc(C)c2)c1 | -6%
Cc1ccc(NC(=S)NC(=O)c2ccco2)c(Br)c1 | -10%
CCn1nc(NC(=O)c2cccnc2)c2cc3cccc(C)c3nc21 | -9%
COC(=O)C1=C(C)NC(=O)NC1c1ccsc1 (stereo unspecified) | -7%

Overlap with the part before: 2 compounds, then new ones.
SMILES | mouse EphA4 binding
CCn1nc(NC(=O)c2cccnc2)c2cc3cccc(C)c3nc21 | -9%
COC(=O)C1=C(C)NC(=O)NC1c1ccsc1 (stereo unspecified) | -7%
CC(Nc1n[nH]c(=S)[nH]c1=O)C(=O)OCc1ccccc1 (stereo unspecified) | -6%
O=C(O)CN1CCNCC1 | 1%
Cc1cccc(C(=O)NC2CCN(C(=O)N3CCOCC3)CC2)c1 | -20%
Cc1cnc(C(=O)OCC(=O)N(C(C)C)C(C)C)cn1 | -4%
O=S(=O)(c1ccc(Cl)cc1)c1snnc1-c1ccccc1 | -7%
Cc1ccc(-c2nc(CS(=O)CC(=O)NCc3ccc(Cl)cc3)c(C)o2)cc1 (stereo unspecified) | -11%
COC(=O)c1cccc(NC(=O)c2ccc(C)cc2)c1 | 4%
O=C(Cc1ccccc1)NCC(=O)N1CCCCCC1 | -32%
C/C(=N\NC(=S)Nc1cccc(C)c1)c1ccccc1 | -7%
O=C(Cc1ccc(-n2cccc2)cc1)N1CCc2ccccc21 | -1%
Cc1ccc(CC(=O)N2CCN(c3ccccn3)CC2)cc1 | -8%
Cc1cc(-c2ccccc2)nc2cc(C(=O)N3CCCC3)nn12 | 0%
CCOc1ccccc1NC1=C(Cl)C(=O)N(c2ccc(Br)cc2)C1=O | -4%
N#CCSc1nnc(-c2ccccc2)c(-c2ccccc2)n1 | -1%
COc1cccc(C(=O)OCC(=O)Nc2ccccc2N2CCOCC2)c1 | -27%
Cc1cc2c3c(c1)C(C)(c1ccccc1)CC(C)(C)N3C(=O)C21C(C#N)=C(N)OC2=C1C(=O)CC(C)(C)C2 (stereo unspecified) | -4%
COc1nc(C)nc2c1sc(=S)n2C | 8%
O=C(Nc1ccc2sc3ccccc3c(=O)c2c1)c1ccccc1Cl | -10%
COC(=O)c1ccc(CSc2ncn[nH]2)o1 | 0%
CCc1ccc(NC(=O)C(=O)NCCN2CCN(C(=O)c3ccccc3Cl)CC2)cc1 | 2%
CCOn1c(=O)c(-c2ccccc2)[n+]([O-])c2ccccc21 | -3%
CCOC(=O)CSc1nnc(-c2ccoc2C)n1-c1ccc(OCC)cc1 | -5%
COc1ccc(S(=O)(=O)n2nc(OC(=O)c3ccco3)cc2N)cc1 | -14%
CCc1ccc(S(=O)(=O)Nc2cc(-c3c(O)ccc4ccccc34)c(O)c3ccccc23)cc1 | 11%
COCc1n[nH]c(=S)n1-c1ccccc1 | -8%
Other records.
SMILES | mouse EphA4 binding
C=C(C)COc1ccc(-c2nc(N)ncc2Oc2ccccc2OC)c(O)c1 | 1%
CCN(CC)CCCN1C(=O)c2oc3ccccc3c(=O)c2C1c1cccc(OC)c1OC (stereo unspecified) | -22%
Cc1ccc(SCc2nc3ccccc3n2CC(=O)Nc2ccccc2)cc1 | -12%
CC1=C(C)CC(C(=O)NNC(=O)c2ccccc2)C(C(=O)O)C1 (stereo unspecified) | -9%
COc1cc(OC)nc(NC(C)=O)n1 | -13%
CCN1CCN(C(c2cccs2)C(C)NC(=O)c2ccco2)CC1 (stereo unspecified) | -10%
CC(=O)NC(C)C12CC3CC(CC(C3)C1)C2 (stereo unspecified) | 5%
CCCn1c(SCC(=O)c2ccc3c(c2)OCCO3)nnc1-c1ccco1 | -22%
Cc1nnc(SCC(=O)Nc2sc3c(c2C(N)=O)CCCC3)[nH]c1=O | -25%
COc1ccc(C2=NOC(C(=O)Nc3ccc(C)cc3)C2)cc1OC (stereo unspecified) | -4%
CCOC(=O)N1CCN(S(=O)(=O)c2ccc(C)cc2)C1 | 12%
COc1ccc2nc(SCC(=O)Nc3ccccc3C)[nH]c2c1 | -14%
Nc1nnc(SCC(=O)n2c3ccccc3c3ccccc32)s1 | -7%
O=C1C2CCCN2C(c2ccc(F)cc2)N1c1cccc(Cl)c1 (stereo unspecified) | 0%
CCCCNc1nc(CC(C)=O)ns1 | -4%
Cc1cccc(N2CCN(C(=O)Cc3c(C(=O)O)[nH]c4ccc(Cl)cc34)CC2)c1C | 13%
COc1cc(N=c2ssnc2Cl)c(OC)cc1Cl | -9%
COc1ccc(NC(=O)CS(=O)CC(=O)Nc2ccc(OC)c(OC)c2)cc1 (stereo unspecified) | 8%
O=C(NCc1cccs1)c1cc(-c2cccc(Cl)c2)on1 | -10%
O=S(=O)(NC1CCCCC1NCc1ccco1)c1ccc(Cl)cc1 (stereo unspecified) | -5%
CCOC(=O)C(NC(=O)c1ccccc1)=C1C=C(C)OC(C)=C1 | -9%
O=C(/C=C/c1ccc(-c2ccc(Cl)cc2Cl)o1)c1ccccc1 | -7%
COc1ccc2c(c1)-c1c(sn(-c3ccc(OC)c(OC)c3)c1=S)C(C)(C)N2 | -1%&-14%
COc1ccc(NC(=O)CSC(N)=O)c(OC)c1 | -2%
CC1(C)NC(=O)N(CCCOc2ccccc2Br)C1=O | -3%
Going on with the list.
SMILES | mouse EphA4 binding
CC(C)(C)NC(=O)c1cc2ccccc2o1 | -8%
CC(=O)Nc1ccc(N2C(C(C)=O)=NN(c3ccccc3)C2c2cccs2)cc1 (stereo unspecified) | -4%
CCOC(=O)C(C)Sc1nnc(-c2c[nH]c3ccccc23)n1C (stereo unspecified) | -2%
O=C(CN1CCC(O)CC1)N1c2ccccc2C=Cc2ccccc21 | 4%
Cc1cc(NC(=O)c2ccc(C)s2)n(-c2ccccc2)n1 | -18%
O=C(O)CCCCCN1C(=O)c2ccc(C(=O)O)cc2C1=O | -14%
O=C(c1cn(-c2ccccc2)nc1-c1cccs1)N1CCOCC1 | -10%
CCn1c(N2CCN(C(=O)Nc3ccc(F)cc3)CC2)nc2ccccc21 | -17%
Cc1c(C(=O)N(C)C)sc2nc(-c3ccccn3)[nH]c(=O)c12 | -8%
Cc1nnc(NC(=O)CSc2nccn2-c2cccc(C)c2C)s1 | -13%
Cc1cc(C)n(-c2ccc(C(=O)OC(C)C)cc2)n1 | -6%
Cc1ccc2nc(SCC(=O)c3ccc4c(c3)OCO4)[nH]c2c1 | -7%
CCOC(=O)N1CCC(Nc2c(NCCCN(C)Cc3ccccc3)c(=O)c2=O)CC1 | -7%
O=C(O)CC1Sc2nc3ccccc3n2C1=O (stereo unspecified) | 7%
CCOc1ccc2oc(-c3ccccc3)c(C(=O)N3CCN(C)CC3)c2c1 | -11%
COc1ccc(C(=O)CCC(=O)O)cc1 | 5%
CCn1c(=O)cc(OCC(=O)NCCCN2CCC(C)CC2)c2ccccc21 | -5%
COc1ccc(C(=O)c2c[nH]c(C(=O)NCc3ccco3)c2)cc1 | -6%
C=CCn1c(-c2cccn(Cc3ccc(Cl)cc3Cl)c2=O)n[nH]c1=S | -10%
Cc1ccccc1OCC(O)Cn1c(NCc2ccco2)nc2c1c(=O)n(C)c(=O)n2C (stereo unspecified) | -11%
CCCCN(CC)CCNc1c(NC2CCN(C(=O)OCC)CC2)c(=O)c1=O | -10%
CCC(Oc1ccccc1)C(=O)Nc1ccc(S(=O)(=O)NCC2CCCO2)cc1 (stereo unspecified) | -12%
CCOC(=O)C1=C(O)/C(=C/c2ccc(OCC(=O)Nc3ccc(C)cc3)cc2)N=C1C | 28%
NC(=O)C1(N2CCCCC2)CCN(C(=O)c2ccc(C#Cc3ccccc3)o2)CC1 | 7%
Cc1sc2nc3n(c(=O)c2c1C)Cc1ccccc1-3 | -3%
Next section
SMILES | mouse EphA4 binding
COc1cccc(OCC(O)CN2CCOCC2)c1 (stereo unspecified) | 5%
CC(NC(=O)c1ccco1)C(c1cccs1)N1CCOCC1 (stereo unspecified) | -11%
COC(=O)c1c(C)c(C)nc(N)c1C#N | 20%
CCCNC(=O)N1CCC(C(=O)c2ccc(F)cc2)CC1 | -4%
Cc1ccc(-n2c3c(c(=O)[nH]c2=O)C(NS(=O)(=O)c2ccc(C)cc2)(C(F)(F)F)C(=O)N3)cc1 (stereo unspecified) | -5%
COc1cc(OC)cc(C(=O)Nc2ccc(-c3nc4ccccc4o3)cc2)c1 | 6%
CCOc1ccc(/C=C2\C(=O)NC(=S)N(c3cccc(Br)c3)C2=O)cc1Cl | 9%
CCCN(CCC)C(=O)c1ccccc1 | -4%
O=C(COC(=O)c1ccccn1)Nc1cccc(Cl)c1 | -2%
O=C(O)CSCC(=O)c1ccccc1 | 9%
Cc1ccccc1N1C(=O)CC(Sc2nnc(-c3ccccc3)o2)C1=O (stereo unspecified) | -15%
COC(=O)c1ccc(C(=O)OC)c(NC(=O)CC(c2ccccc2)c2ccccc2)c1 | -2%
Cc1ccc(-c2cc(NC(=O)c3cccs3)n[nH]2)cc1 | 1%
Cc1cc(C(=O)Nc2ccc(C(N)=O)cc2)ccc1[N+](=O)[O-] | 6%
Cc1c(CC(=O)O)c(=O)oc2cc(OCc3nn[nH]n3)ccc12 | -10%
Cc1n[nH]c(C)c1N=Nc1cc(Cl)ccc1Cl | -6%
O=C(NCc1ccccn1)Nc1cccc(Cl)c1 | 0%
O=C(c1cc2n(n1)C(C(F)(F)F)CC(c1ccc3c(c1)OCO3)N2)N1CCN(C(c2ccccc2)c2ccccc2)CC1 (stereo unspecified) | 4%
COc1ccc(OC)c(C(O)c2nccn2C)c1 (stereo unspecified) | -3%
CCOc1ccccc1C(=O)NC1CCN(Cc2nnnn2C2CCCC2)CC1 | -4%
O=C(Nc1ccc(N2CCN(C(=O)c3ccccc3)CC2)cc1)c1ccc2c(c1)OCO2 | -3%
COC(=O)c1c(NC(=S)Nc2ccccc2Cl)sc(C)c1C | -16%
CCc1noc(C)c1C(=O)Nc1nc(-c2cc(C)ccc2C)c(C)s1 | -3%
CCOc1ccc(Br)cc1S(=O)(=O)Nc1nc(CN2CCOCC2)nc2sc(C)c(C)c12 | -3%
O=C(COc1ccccc1)NCCSc1ccccc1 | 1%
Cc1sc2ncnc(OCC(=O)c3ccc(S(=O)(=O)N4CCCC4)cc3)c2c1C | -12%
COc1c(N2CCN(C(=S)NCc3ccccc3)C(C)C2)c(F)cc2c(=O)c(C(=O)O)cn(C3CC3)c12 (stereo unspecified) | -5%

Structural class: the entries above containing a furan ring, fused or not (17)
SMILES | mouse EphA4 binding
CCOC(=O)c1oc2ccc(S(=O)(=O)n3nc(-c4ccc(Cl)cc4)cc3N)cc2c1C | -7%
Cc1ccc(N(C(=O)c2ccc(Br)o2)C2C=CS(=O)(=O)C2)cc1 (stereo unspecified) | -11%&-5%
COc1ccccc1NC(=O)CSc1nc2sc(C)c(C)c2c(=O)n1Cc1ccco1 | -16%
Cc1ccc(NC(=S)NC(=O)c2ccco2)c(Br)c1 | -10%
COC(=O)c1ccc(CSc2ncn[nH]2)o1 | 0%
CCOC(=O)CSc1nnc(-c2ccoc2C)n1-c1ccc(OCC)cc1 | -5%
COc1ccc(S(=O)(=O)n2nc(OC(=O)c3ccco3)cc2N)cc1 | -14%
CCN1CCN(C(c2cccs2)C(C)NC(=O)c2ccco2)CC1 (stereo unspecified) | -10%
CCCn1c(SCC(=O)c2ccc3c(c2)OCCO3)nnc1-c1ccco1 | -22%
O=S(=O)(NC1CCCCC1NCc1ccco1)c1ccc(Cl)cc1 (stereo unspecified) | -5%
O=C(/C=C/c1ccc(-c2ccc(Cl)cc2Cl)o1)c1ccccc1 | -7%
CC(C)(C)NC(=O)c1cc2ccccc2o1 | -8%
CCOc1ccc2oc(-c3ccccc3)c(C(=O)N3CCN(C)CC3)c2c1 | -11%
COc1ccc(C(=O)c2c[nH]c(C(=O)NCc3ccco3)c2)cc1 | -6%
Cc1ccccc1OCC(O)Cn1c(NCc2ccco2)nc2c1c(=O)n(C)c(=O)n2C (stereo unspecified) | -11%
NC(=O)C1(N2CCCCC2)CCN(C(=O)c2ccc(C#Cc3ccccc3)o2)CC1 | 7%
CC(NC(=O)c1ccco1)C(c1cccs1)N1CCOCC1 (stereo unspecified) | -11%

Not all compounds are listed (hit frequency here may not be typical).
